NS3 helicase inh: HCV NS3 helicase inhibition; NS3 helicase DNA unwinding, Cy5 molecular beacon fluorescence; inhibition, % at 10.9 µM; 290,000 compounds, 0.56% hits; AID 1800;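 active means inhibition above the mean of all tested compounds plus 3 SD, set per campaign, cut at about 35% in these data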;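 further: 0% = DMSO wells and 100% = thioflavine S control wells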
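System: NS3 helicase fragment of HCV / Schedule: 1 h at 25 °C / Control set: DMSO alone as 0% and 110 µM thioflavine S as 100% / Reagent: Cy5/quencher beacon DNA duplex and ATP to start / Technique: Cy5 fluorescence / Replication: singlicate / Evaluation: % inhibition of end-to-start signal ratio versus controls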
UBC9 SUMO inh: inhibitors of human SUMOylation (UBC9) | 290,000 compounds, 0.36% hits | inhibition, % at 35 µM | HTRF SUMOylation assay, SAE1/SAE2 + UBC9, in vitro; in the data active means inhibition above about 50%, passing the limit was not always enough; further: strong numbers were not always called active
Target sequence (P63279 whole entry, looked up): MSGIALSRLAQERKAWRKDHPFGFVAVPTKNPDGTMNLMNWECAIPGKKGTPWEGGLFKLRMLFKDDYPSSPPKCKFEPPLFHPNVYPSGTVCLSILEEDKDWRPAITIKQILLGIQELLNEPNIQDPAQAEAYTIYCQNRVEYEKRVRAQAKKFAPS
FID counter: counter-screen for HCV NS3 helicase inhibitors: DNA intercalator displacement; inhibition, % at 7.9 µM; DNA fluorescent intercalator displacement, fluorescence; 290,000 compounds, 0.17% hits; in the data active means inhibition above about 37%;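 further: 0% = vehicle and 100% = reference compound; higher means more ethidium bromide displaced from hairpin DNA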
VIM-2 inhibitor: blocks Pseudomonas aeruginosa VIM-2 metallo-beta-lactamase. purified VIM-2, nitrocefin hydrolysis, epi-absorbance fluorescence. inhibition, % at 5.6 µM. 290,000 compounds, 0.89% hits;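 active means inhibition above the mean of all tested compounds plus 3 SD, cutoff set per screening run, cut at about 7.5% in these data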;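 further: red hydrolysis product quenches plate fluorescence so inhibitors raise well fluorescence; 0% = enzyme with DMSO and 100% = DMSO without enzyme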
MEKK2 WT-MEK5: raises or lowers MEK5 binding to wildtype human MEKK2 PB1 domain; Q9Y2U5; bead flow cytometry, Alexa488-MEK5 binding to MEKK2 WT; actives lie on both sides; binding response (% of control), % at 10 µM; 290,000 compounds, 1.1% hits; in the data active means binding response below about 67% or above about 130%
NALP1 inh: blocks the NALP1 inflammasome reconstituted in yeast | S. cerevisiae NALP1/ASC/caspase-1 growth, X-gal OD620, 72 h | inhibition, % at 10 µM | 280,000 compounds, 0.61% hits | AID 2071; in the data active means inhibition mostly above about 24%, no sharp cut-off; inactive means mostly below about 32%; further: some compounds called inactive have numbers as strong as hits
MEKK2 mut-MEK5: signal of MEK5 binding to mutant human MEKK2 PB1 domain; bead flow cytometry, Alexa488-MEK5 binding to MEKK2 mutant; percent response, % at 10 µM; 290,000 compounds, 0.35% hits; in the data active means percent response above about 24%, passing the limit was not always enough; further: inactives centre near 1; some results filed as inactive read as strong as hits
PfM18AAP inh: PfM18AAP enzyme inhibition | inhibition, % at 7.35 µM | 290,000 compounds, 1.2% hits | recombinant PfM18AAP, H-Glu-NHMec fluorogenic cleavage;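 active means inhibition above the campaign mean inhibition over all tested compounds plus 3 SD, cut at about 28% in these data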;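 further: 0% = plate median of test compound wells and 100% = 2 mM ZnCl2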
IMP-1 inhibitor: inhibitors of Pseudomonas aeruginosa IMP-1 metallo-beta-lactamase; inhibition, % at 5.6 µM; 290,000 compounds, 0.45% hits; purified IMP-1, nitrocefin hydrolysis, epi-absorbance fluorescence;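 active means inhibition above the mean plus 3 SD of all compounds in the same screening run, cut at about 4.5% in these data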;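 further: 0% = IMP-1 with DMSO and 100% = DMSO wells lacking enzyme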
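Test system: recombinant IMP-1 enzyme, purified / Medium: HEPES buffer pH 7.1 with ZnSO4 and Brij 35 / Doses: single dose, 5.6 µM / Times: 25 °C, 15 min preincubation, 25 min reaction / Detection: Epi-absorbance via hydrolysed-nitrocefin quenching of white-plate fluorescence, 480/530 nm, EDTA stop / Evaluation: percent inhibition from optical density relative to buffer-blank wells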
Active calls of the source: *; nt = not tested or not shown. Compounds were not picked by outcome. About 4.7% of those tested had a hit in this group.

1) COc1ccc(COCC(O)CN2CCC(CN3C(=O)c4cccc5cccc(c45)C3=O)CC2)cc1OC (stereo not drawn)
2) COc1ccc(-n2c(=O)n(Cc3ccccc3)c(=O)c3[nH]cnc32)cc1
3) Cc1ccc(S(=O)(=O)NNC(=O)Nc2cccc3ccccc23)cc1
4) CCN(CC)C(=O)CC(c1ccc2c(c1)OCO2)c1c(OC)cc(OC)c2c(-c3ccccc3)cc(=O)oc12 (stereo not drawn)
5) CCCC(=O)NC(=S)Nc1ccccc1F
6) O=C(Nc1ccc(F)cc1F)c1cc(Cl)sc1Cl
7) CCOC(=O)c1cc(NC(=O)Nc2nccs2)c(C)nc1C
8) O=C(NC1CCCCC1)C(c1ccccc1F)N(C(=O)c1csnn1)C1CCCC1 (stereo not drawn)

Assay by compound | 1 | 2 | 3 | 4 | 5 | 6 | 7 | 8
NS3 helicase inh | -26 | 6 | 4 | nt | 1 | 2 | -5 | 7
UBC9 SUMO inh | -5 | 16 | 52 | 14 | 14 | -2 | -5 | -5
FID counter | 12 | -8 | -8 | nt | -2 | 0 | -5 | -41
VIM-2 inhibitor | 14* | 0.6 | -4.8 | nt | -0.8 | -4.3 | -1.7 | -3.6
MEKK2 WT-MEK5 | 111 | 76 | 100 | 143* | 98 | 98 | 104 | 94
NALP1 inh | 12 | -1 | 27 | 6 | 4 | 6 | 19 | -14
MEKK2 mut-MEK5 | 5 | -15 | -2 | 2 | 5 | 3 | -1 | 0
PfM18AAP inh | -4 | -2 | 10 | nt | 6 | -2 | -5 | -6
IMP-1 inhibitor | -2.6 | -2.4 | -3.1 | nt | -1.5 | -3.6 | -4.7 | -4.6

9) CC(=O)Nc1sc(-c2ccc(Cl)cc2)nc1-c1ccccc1
10) CC1CCN(CCCNC(=O)CN2C(=O)CSc3ccc(S(=O)(=O)N4CCCCC4)cc32)CC1
11) COc1ccc2cc(CCNC(=O)CC(C)(C)C)c(=O)[nH]c2c1
12) CCCCCc1c(C)nc(SCC(=O)O)[nH]c1=O
13) COc1ccc2c(c1OC)C(=O)OC2Nc1nc(-c2cc3cc([N+](=O)[O-])ccc3oc2=O)cs1 (stereo not drawn)
14) CC1CN(C(=O)CCC(=O)NCc2ccccc2Cl)c2ccccc2S1 (stereo not drawn)
15) Cc1ccc(/C=N/N=C/c2ccc(C)s2)s1
16) O=C(CSc1nc(-c2cccs2)cc(C(F)(F)F)n1)NCc1ccccc1

Assay by compound | 9 | 10 | 11 | 12 | 13 | 14 | 15 | 16
NS3 helicase inh | -12 | -2 | 12 | 2 | 22 | -5 | 6 | -2
UBC9 SUMO inh | 4 | nt | -6 | 7 | 27 | 7 | 2 | 11
FID counter | -1 | 14 | -20 | 1 | 5 | -42 | -1 | -26
VIM-2 inhibitor | -2.0 | -2.3 | 0.8 | 0.1 | -0.7 | -2.0 | -3.7 | -1.2
MEKK2 WT-MEK5 | 114 | 111 | 102 | 107 | 110 | 98 | 103 | 90
NALP1 inh | nt | 0 | 5 | 29 | 8 | 10 | 31 | 21
MEKK2 mut-MEK5 | 20 | 5 | 6 | 5 | 17 | 1 | 4 | -1
PfM18AAP inh | -4 | 4 | 9 | -10 | 1 | 6 | -3 | -2
IMP-1 inhibitor | -3.6 | -2.7 | -0.8 | -8.3 | -0.8 | -4.0 | -2.9 | -1.7

17) Cc1ccc([N+](=O)[O-])cc1S(=O)(=O)NCCc1c(C)[nH]c2ccccc12
18) COc1ccccc1N1CCN(Cc2c[nH]c3ccccc23)CC1
19) Cc1ccccc1C(=O)NNC(=S)NC(=O)c1ccccc1
20) COc1ccccc1C(=O)NCc1nnc(SCC(=O)Nc2nccs2)n1C
21) Cc1ccc(S(=O)(=O)c2c(O)c3ccc(C(=O)O)cc3[nH]c2=O)cc1
22) Cc1[nH]n(-c2ccccc2)c(=O)c1C(=O)c1ccc([N+](=O)[O-])cc1
23) COCCn1c(SCC(=O)Nc2cccc(F)c2)nc2c(c1=O)SCC2
24) CC(C)c1ccccc1NC(=O)CCc1nc2ccccc2s1

Assay by compound | 17 | 18 | 19 | 20 | 21 | 22 | 23 | 24
NS3 helicase inh | -14 | -3 | 3 | 4 | 4 | 10 | -7 | 15
UBC9 SUMO inh | -2 | 33 | 10 | -7 | 21 | 9 | 4 | 1
FID counter | 16 | 5 | -7 | -12 | 0 | 4 | -10 | -14
VIM-2 inhibitor | 3.1 | -2.6 | -0.8 | -3.4 | -0.5 | -2.9 | 0.3 | -1.6
MEKK2 WT-MEK5 | 105 | 108 | 104 | 101 | 105 | 98 | 98 | 87
NALP1 inh | 36 | 0 | 13 | -2 | 16 | -5 | 0 | 24
MEKK2 mut-MEK5 | 1 | 6 | -1 | -2 | 7 | -6 | -2 | 10
PfM18AAP inh | -1 | 6 | 21 | -2 | 14 | 0 | -2 | 30*
IMP-1 inhibitor | -2.3 | -3.3 | -2.7 | -3.4 | -0.9 | -1.5 | 0.1 | -6.0

25) Cc1cc(/C=N/Nc2ccc([N+](=O)[O-])cn2)c(C)n1-c1ccc(C(=O)O)cc1
26) Cc1ccc(C(=O)CSc2nnc(-c3ccccc3)n2-c2ccccc2)o1
27) CC1CCN(S(=O)(=O)c2cccc(S(=O)(=O)N3CCCC3)c2)CC1
28) C/C(=N\N=C1\NC(=O)C(CC(=O)Nc2ccc(Cl)cc2)S1)c1ccco1 (stereo not drawn)
29) O=[N+]([O-])c1ccc(N2CCN(c3ccc([N+](=O)[O-])cc3CO)CC2)c(CO)c1

Assay by compound | 25 | 26 | 27 | 28 | 29
NS3 helicase inh | 32 | 1 | -3 | -17 | -6
UBC9 SUMO inh | nt | -14 | -9 | 13 | 20
FID counter | -22 | -5 | -26 | -14 | -3
VIM-2 inhibitor | -2.1 | -1.5 | -2.4 | -2.9 | -1.0
MEKK2 WT-MEK5 | 89 | 104 | 97 | 99 | 102
NALP1 inh | 2 | -3 | -1 | 19 | 4
MEKK2 mut-MEK5 | -13 | 1 | -5 | 0 | 7
PfM18AAP inh | 50* | 0 | 0 | 11 | 1
IMP-1 inhibitor | -1.2 | -2.8 | -2.2 | -1.4 | -1.3

Part of the list above in order of molecular weight, descending:
23) COCCn1c(SCC(=O)Nc2cccc(F)c2)nc2c(c1=O)SCC2
28) C/C(=N\N=C1\NC(=O)C(CC(=O)Nc2ccc(Cl)cc2)S1)c1ccco1 (stereo not drawn)
29) O=[N+]([O-])c1ccc(N2CCN(c3ccc([N+](=O)[O-])cc3CO)CC2)c(CO)c1
27) CC1CCN(S(=O)(=O)c2cccc(S(=O)(=O)N3CCCC3)c2)CC1
24) CC(C)c1ccccc1NC(=O)CCc1nc2ccccc2s1

Assay by compound | 23 | 28 | 29 | 27 | 24
NS3 helicase inh | -7 | -17 | -6 | -3 | 15
UBC9 SUMO inh | 4 | 13 | 20 | -9 | 1
FID counter | -10 | -14 | -3 | -26 | -14
VIM-2 inhibitor | 0.3 | -2.9 | -1.0 | -2.4 | -1.6
MEKK2 WT-MEK5 | 98 | 99 | 102 | 97 | 87
NALP1 inh | 0 | 19 | 4 | -1 | 24
MEKK2 mut-MEK5 | -2 | 0 | 7 | -5 | 10
PfM18AAP inh | -2 | 11 | 1 | 0 | 30*
IMP-1 inhibitor | 0.1 | -1.4 | -1.3 | -2.2 | -6.0

Screens from PubChem BioAssay.
